From PubChem
PMI activator: activators of human PMI, primary screen, biochemical, fluorescence intensity, near-Km mannose 6-phosphate; activation factor at 20 µM; Mannose-6-phosphate isomerase (Homo sapiens), P34949; actives 0.005% (n = 190,000); purified human PMI, coupled resazurin fluorescence, 20 min; hits give high values; 1 = vehicle control, 0 substrate-free wells;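 active = activation factor of 2 or more at 20 µM, relative to plate controls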
Redox H2O2 prof: compounds producing H2O2 with reducing agent – biochemical, NIH compound library profiling, artefact control for MLSCN library redox annotation, primary screen. DTT-dependent redox cycling H2O2, phenol red/HRP absorbance; 100% = 100 µM peroxide control, 0% = buffer. activation, % at 10 µM. actives 0.03% (n = 200,000). AID 878, 2007;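 active = activation of at least 50% relative to the plate's high and low controls in the primary single-dose screen; inactive = activation below 50%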;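 note: compound incubated with DTT at 0.8 mM final as the reducing agent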
S1P3 antag: S1P3 receptor antagonists, primary screen, cell-based. Sphingosine 1-phosphate receptor 3 (Homo sapiens), Q99500. CHO S1P3 NFAT-BLA reporter, FRET fluorescence, antagonist mode. inhibition, % at 4.98 µM. actives 0.27% (n = 170,000). AID 485, 2006;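 active = inhibition above the plate cutoff, the mean inhibition of test wells on that plate plus 3 SD, cut at about 28% in these data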;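 note: cells challenged with S1P at its EC80 of 0.8 µM; blue over green emission ratio from cleaved BLA substrate after 4 h stimulation; 0% = S1P-stimulated wells and 100% = unstimulated DMSO-only wells; some compounds past the cut are filed as inactive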
Diaph inh CS: diaphorase inhibitors and chemical oxidizers, primary screen, counter-screen for diaphorase-coupled primary assays, biochemical, uHTS, resorufin fluorescence; diaphorase resazurin-to-resorufin fluorescence, NADH, 16 min; bacterial (C. kluyveri) enzyme, not human; inhibition, % at 20 µM; actives 0.69% (n = 190,000); AID 1217, 2008;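 active = primary screen inhibition at 20 µM above a set limit, cut at about 50% in these data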;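 note: plate controls were DMSO with full reaction for no effect and wells lacking NADH for full effect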
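Assay system – diaphorase enzyme from Clostridium kluyveri · Amount – diaphorase 0.14 U/mL (working solution) · Times – reaction incubation of 16 min at room temperature · Controls – No-NADH positive control and DMSO neutral control · Signal – resorufin fluorescence 544/590 nm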
TLR4 MyD88 comp: inhibitors of TLR4-MyD88 association in cells, primary screen, cell-based, HeLa CL3-4, BLA complementation, FRET ratio; HeLa CL3-4 TLR4/MyD88 BLA complementation; inhibition, % at 8.4 µM; actives 0.18% (n = 200,000); AID 861, 2007; in the data active = inhibition above about 25%;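 note: 0% = vehicle and 100% = reference inhibitor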
Target sequence (O00206 whole entry, looked up): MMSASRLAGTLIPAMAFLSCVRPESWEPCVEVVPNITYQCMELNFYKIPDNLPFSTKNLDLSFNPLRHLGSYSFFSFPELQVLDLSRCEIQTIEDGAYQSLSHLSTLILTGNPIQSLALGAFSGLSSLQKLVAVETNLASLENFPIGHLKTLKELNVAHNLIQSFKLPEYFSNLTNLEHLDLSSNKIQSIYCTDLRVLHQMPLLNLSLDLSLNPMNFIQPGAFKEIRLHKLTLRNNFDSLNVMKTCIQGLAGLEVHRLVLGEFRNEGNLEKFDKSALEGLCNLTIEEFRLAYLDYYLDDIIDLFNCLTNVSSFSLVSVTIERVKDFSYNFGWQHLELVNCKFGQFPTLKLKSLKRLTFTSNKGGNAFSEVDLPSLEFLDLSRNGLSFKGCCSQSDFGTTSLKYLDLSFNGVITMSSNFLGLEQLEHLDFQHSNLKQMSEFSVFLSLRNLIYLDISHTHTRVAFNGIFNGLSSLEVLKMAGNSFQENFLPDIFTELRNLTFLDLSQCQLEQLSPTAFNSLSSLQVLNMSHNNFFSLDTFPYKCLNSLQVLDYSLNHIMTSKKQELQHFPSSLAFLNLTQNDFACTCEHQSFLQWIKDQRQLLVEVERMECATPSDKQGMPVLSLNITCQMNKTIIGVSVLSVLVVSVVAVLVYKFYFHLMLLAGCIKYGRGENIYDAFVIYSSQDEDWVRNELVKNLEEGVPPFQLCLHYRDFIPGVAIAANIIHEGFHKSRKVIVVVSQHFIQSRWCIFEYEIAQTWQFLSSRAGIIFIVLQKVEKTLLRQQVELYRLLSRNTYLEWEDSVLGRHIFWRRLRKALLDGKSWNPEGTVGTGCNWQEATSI
Target sequence (Q99836 whole entry, looked up): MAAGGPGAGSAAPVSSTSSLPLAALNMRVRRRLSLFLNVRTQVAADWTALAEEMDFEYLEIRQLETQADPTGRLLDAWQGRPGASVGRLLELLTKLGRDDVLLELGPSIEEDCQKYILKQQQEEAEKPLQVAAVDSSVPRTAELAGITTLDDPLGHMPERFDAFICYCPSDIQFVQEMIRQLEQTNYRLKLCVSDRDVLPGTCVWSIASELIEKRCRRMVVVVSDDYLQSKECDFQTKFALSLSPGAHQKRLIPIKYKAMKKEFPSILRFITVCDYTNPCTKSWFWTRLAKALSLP
Lmaj promast: Leishmania major promastigote growth inhibition, primary screen; AID 1063, 2008; actives 9% (n = 200,000); inhibition, % at 10 µM; Leishmania major promastigotes, resazurin fluorescence viability;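 note: promastigotes grown with compound for 44 hours at 28 °C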
RAM inhibit: inhibitors of the yeast RAM network, primary screen, dse1pr::URA3 reporter, 5-FOA selection. S. cerevisiae dse1pr::URA3 reporter, 5-FOA growth OD615, 2 d; analog-sensitive cbk1-as2 kinase mutant strain. actives 1.8% (n = 190,000). inhibition, % at 50 µM;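 active = inhibition above a set limit, 3 SD over mean compound inhibition, cut at about 8.4% in these data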;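 note: 0% = DMSO-only wells with no growth and 100% = 10 µM 1-NA-PP1 full growth; inhibition rescues growth on 5-FOA so higher OD means more RAM inhibition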
Diaphorase act: compounds boosting diaphorase resazurin reduction – biochemical, uHTS, resorufin fluorescence, counter-screen for diaphorase-coupled primary assays, primary screen; actives 0.005% (n = 190,000); Diaphorase/resazurin coupled assay, 16 min; hits give high values; 1 = vehicle wells, 0 = NADH-free wells; activation factor at 20 µM; AID 1229, 2008;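 active = diaphorase activity raised at least twofold by the compound at 20 µM; inactive = activation factor below 2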
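test system = bacterial diaphorase enzyme (C. kluyveri) | quantity = enzyme 0.07 U/mL final | reagent = NADH substrate 0.114 mM plus resazurin dye 0.1 mM, final | incubation = 16 min enzyme reaction, ambient temperature | buffer or medium = HEPES pH 7.4 buffer with MgCl2 and Tween 20 | signal = fluorescence of resorufin, 544 nm excitation, 590 nm emission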
Hsp70 act: Hsp70 transcriptional activators, primary screen, cell-based, HeLa, Hsp70 promoter luciferase, luminescence, 10 µM; actives 0.04% (n = 200,000); AID 1203, 2008; HeLa Hsp70 promoter luciferase reporter; scaled: vehicle 0, proteasome-inhibitor control 100%; activation, % at 10 µM;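 active = activation above the mean across all tested compounds plus 3 SD, cutoff set per campaign, cut at about 5.5% in these data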;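 note: 100% = MG132 at 30 µM as the positive control and 0% = DMSO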
G6PDH CS: L. mesenteroides G6PDH inhibitors, counter-screen for G6PDH-coupled screening assays, biochemical, Leuconostoc mesenteroides enzyme; inhibition, % at 5 µM; Purified L. mesenteroides G6PDH, diaphorase/resazurin coupled fluorescence, 45 min; actives 0.12% (n = 200,000); glucose-6-phosphate dehydrogenase [Leuconostoc mesenteroides]; AID 1020, 2008
PMI act hi M6P: human PMI activators, high substrate, primary screen, biochemical, fluorescence intensity, near-saturating mannose 6-phosphate; actives 0.34% (n = 190,000); AID 1216, 2008; coupled PMI enzyme assay, resazurin fluorescence, 20 min; hits give high values; 1 = untreated enzyme, 0 = substrate-free blank; Mannose-6-phosphate isomerase (Homo sapiens), P34949; activation factor at 20 µM;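 active = activation factor of 2 or more at 20 µM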
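Material: human phosphomannose isomerase with PGI, G6PDH, diaphorase coupling enzymes; amount: PMI at 15 ng/mL final; also added: Mannose-6-phosphate 1.0 mM (near-saturating) plus 0.22 mM NADP+; incubation: enzyme reaction with compound 20 min at room temperature; signal: resorufin fluorescence (Ex 544/Em 590 nm) from resazurin via diaphorase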
Starred values were filed as active, the others as inactive; / = not tested or not shown. Cut-off read from the data, not from the text of the source, unless noted: active = inhibition above about 50%; inactive = the rest.

SMILES	PMI activator	Redox H2O2 prof	S1P3 antag	Diaph inh CS	TLR4 MyD88 comp	Lmaj promast	RAM inhibit	Diaphorase act	Hsp70 act	G6PDH CS	PMI act hi M6P
CN(C(=O)Nc1cnc2ccccc2c1)c1ccccc1	1	-1.8	-1	1	14	6	1.4	1	0.1	5	1
CCCc1nc2sc3c(c2c(=O)n1N)CCC3	0.9	-0.1	/	12	-5	-6	0.1	0.9	-0.4	4	1
Cc1nn(Cc2ccccc2)c2c1C(c1ccncc1)C(C#N)=C(N)O2 (stereo unspecified)	1.1	/	-14	0	/	/	0.8	1	/	7	1
COC(=O)c1c(C(=O)OC)c(C)n(Cc2cccnc2)c1C	1	0.9	-6	10	0	-3	0.9	0.9	-0.4	-1	1
CN(C)S(=O)(=O)c1ccc(Cl)c(NC(=O)COC(=O)CN2C(=O)NC(C)(C)C2=O)c1	0.9	0.0	-12	8	-7	29	1.2	0.9	-0.4	4	1
COc1ccc(NC(=O)Nc2sc(NS(=O)(=O)c3ccccc3)nc2C)cc1	1.1	-0.3	-18	-2	0	-10	4.5	1	-0.2	6	1.1
O=C1CSC(=O)N1CC(O)COc1ccc(Cl)cc1 (stereo unspecified)	1	-3.0	-53	5	8	-10	1.1	0.9	0.1	3	1
Cc1nc(C)c(-c2csc(N)n2)s1	/	0.3	4	/	-9	0	0.7	/	-0.2	2	/
c1ccc(CN2CCN(c3nc(-c4ccccc4)nc(-n4ccnc4)n3)CC2)cc1	0.9	1.0	2	9	-9	-15	1.0	0.9	-0.1	1	0.9
Cn1c(Cc2cccs2)nnc1SCc1nc2ccccc2[nH]1	1.1	0.5	-14	3	-7	-5	2.0	1	-0.1	13	1
O=c1[nH][nH]c2cc(=O)n(-c3cccc(C(F)(F)F)c3)nc12	1.4	-0.2	1	33	2	-4	1.3	0.7	-0.1	0	1.1
Cc1ccc(N(C(=O)c2csnn2)C(C(=O)NC(C)(C)C)c2cccnc2)cc1 (stereo unspecified)	0.9	-0.8	-10	-15	6	-4	1.7	1.1	0.1	8	1
COc1ccc(Cn2c(C)nc([N+](=O)[O-])c2SCC(=O)O)cc1[N+](=O)[O-]	0.9	-0.4	-5	1	-7	-3	1.5	1	-0.3	8	1
COc1ccc(NC(=S)NNC(=O)c2cccnc2)cc1OC	1	0.1	0	-8	7	-7	-1.0	1.1	0.4	-2	0.8
COc1cnn(-c2ccccc2)c(=O)c1N(C)C	1	-0.1	-1	-3	8	-2	0.0	1	-0.4	12	1

The closing two records of the section before are carried over, then new ones follow:
SMILES	PMI activator	Redox H2O2 prof	S1P3 antag	Diaph inh CS	TLR4 MyD88 comp	Lmaj promast	RAM inhibit	Diaphorase act	Hsp70 act	G6PDH CS	PMI act hi M6P
COc1ccc(NC(=S)NNC(=O)c2cccnc2)cc1OC	1	0.1	0	-8	7	-7	-1.0	1.1	0.4	-2	0.8
COc1cnn(-c2ccccc2)c(=O)c1N(C)C	1	-0.1	-1	-3	8	-2	0.0	1	-0.4	12	1
O=C(CCc1ccccc1)NCCCN1CCOCC1	1.1	-0.3	6	4	3	11	0.7	1	0.0	5	1
NS(=O)(=O)c1ccc(CNC(=O)c2ccc(Cl)cc2[N+](=O)[O-])cc1	0.9	3.7	-2	4	0	52*	-0.1	1	0.3	2	0.9
Cc1cc(C(=O)COC(=O)c2ccc(O)cc2)c(C)n1Cc1ccco1	0.7	-0.3	9	18	4	-7	6.2	0.8	0.0	-10	0.9
c1ccc(C2CN3CCSC3=N2)cc1 (stereo unspecified)	1.1	0.5	-3	8	-11	-2	0.1	0.9	0.0	1	1.1
COc1c(F)c(F)c(C(=O)O)c(Nc2ccccc2)c1F	1.1	9.4	/	5	0	-7	1.6	0.9	-0.2	6	1.1
O=C(CS(=O)(=O)Cc1ccccc1)Nc1cccnc1	0.9	0.8	-4	9	15	-10	0.8	0.9	-0.1	-7	1
COc1ccc(NC(=O)Nc2nnc(-c3ccccc3F)s2)cc1	1	-2.6	-13	-3	2	3	2.0	1	0.0	-1	1
O=c1[nH][nH]cc1C=Nc1ccccc1O	0.9	-3.5	/	32	1	98*	2.1	0.7	0.2	-2	1
CCOc1ccccc1Nc1ncnc2ccccc12	0.8	2.6	-18	27	-1	41	1.1	0.7	-0.2	-8	0.8
COc1ccc(NC(C)=O)cc1S(=O)(=O)Nc1ccc2c(c1)OCCO2	1	-0.3	17	1	0	-2	0.7	1	0.0	17	0.9
O=C(COC(=O)C1COc2ccccc2O1)NC1CCS(=O)(=O)C1 (stereo unspecified)	1	0.0	-22	13	-1	-5	1.9	0.9	-0.5	-2	1
Cc1csc(NC(=O)c2cccn2C)n1	1	-0.2	/	8	12	0	1.2	0.9	0.1	7	1
Cc1cc(=O)[nH]c(SCC(=O)Nc2ccnc3ccccc23)n1	1	3.6	-1	-2	9	-4	-1.4	1	0.0	10	1.1
Cc1ccc(NC(=O)C2CC(=O)N(Cc3ccccc3)C2)cc1S(=O)(=O)N1CCCCCC1 (stereo unspecified)	0.8	0.4	-5	29	-7	0	2.0	0.7	-0.3	-28	0.8
CN1CC(=O)N(CC(=O)Nc2cc(Cl)cc(Cl)c2)C1=O	1.1	-2.8	6	14	4	-2	-1.3	0.9	-0.3	2	1.1
Cn1c2ccccc2c(=O)c2c(O)cccc21	1.2	-1.0	3	-1	-14	-2	11*	1	-0.1	5	1.1
COc1ccc2c(c1OC)CCC2=O	1	1.1	/	7	3	-1	1.0	0.9	0.0	4	1.1
CCN1CCC(NC(=O)Nc2cccc(C(F)(F)F)c2)CC1	1	-1.9	-9	14	8	2	1.0	0.9	0.0	19	1
CCCn1c(N)c(C(=O)CSc2nc(C)cs2)c(=O)[nH]c1=O	1	0.7	/	0	7	4	-0.5	1	-0.4	3	1
CC1=C/C(=N\N=C2\NC(=O)C(CC(=O)Nc3ccccc3)S2)CC(C)(C)C1 (stereo unspecified)	0.8	-2.0	4	15	-12	7	1.6	0.9	-0.4	7	0.8
CCc1ccccc1NC(=O)Nc1ccc(F)cc1F	1.1	-0.3	12	-4	-6	8	2.5	1	-0.1	0	1
C=CCn1c(SCn2nnc3ccccc3c2=O)nnc1-c1ccc(F)cc1	1.1	0.1	-5	19	-11	-4	2.1	0.8	0.6	7	1.1
OCCN1CCN(CC(O)COc2ccc(Cl)cc2)CC1 (stereo unspecified)	1.1	0.2	/	9	-5	74*	0.5	0.9	-0.1	0	1.1
OCC1(Cc2ccccc2)CCCN(Cc2ccc(-c3ccco3)cc2)C1 (stereo unspecified)	0.8	-0.5	-7	21	-4	80*	1.1	0.8	0.1	11	0.9
CCC(c1nnnn1C(C)(C)CC)N(CCCO)Cc1cc2cccc(C)c2[nH]c1=O (stereo unspecified)	1	-0.4	-12	22	-4	0	0.3	0.8	-0.2	3	1
c1ccc(-c2nc(NCC3CCCO3)c3oc4ccccc4c3n2)cc1 (stereo unspecified)	1	0.2	/	12	7	55*	1.0	0.9	-0.1	3	1
CCOC(=O)C1=C(O)CSC1=Nc1cccc2ccccc12	0.9	-0.2	4	4	1	28	2.6	1	-0.2	-1	0.9
O=C(CSc1nc2ccccc2c(=O)n1CCCO)NCc1ccccc1	1	0.1	-6	5	8	0	0.3	1	-0.2	3	0.9
CC1Oc2ccccc2C=C1/C=N/NC(=O)c1ccccc1O (stereo unspecified)	1	0.1	10	-1	-6	-15	5.2	1	-0.2	-12	1.1
CCOc1ccc(C2C(C(=O)c3ccco3)=C(O)C(=O)N2Cc2cccnc2)cc1OC (stereo unspecified)	0.9	2.5	/	21	2	-8	0.8	0.8	-0.3	13	0.9
COc1cccc(NC(=O)CCNC(=O)c2ccccc2Cl)c1	1	-0.6	-9	-6	-4	-1	2.5	1.1	-0.3	7	1
Cc1ccc(Nc2nc3ccccc3c(=O)[nH]2)cc1C	1.1	-1.4	10	1	6	12	1.9	1	-0.2	-2	1.1
Cc1ccc(S(=O)(=O)Nc2ccc(NC(=O)c3ccc(F)cc3)cc2)cc1	1	-0.7	8	11	4	1	5.9	0.9	-0.3	4	1
CC(C)Cn1c2c(c(O)c(C(=O)Nn3c(Cc4ccccc4)nc4ccccc4c3=O)c1=O)CCCC2	1	0.8	-27	19	-16	74*	5.5	0.8	-0.4	10	1
CCC(C)(C)NC(=O)C(c1ccc(F)cc1)N(Cc1cccs1)C(=O)c1cnccn1 (stereo unspecified)	0.9	-0.1	-5	2	10	-6	0.2	1	-0.2	8	1
CC(C)(C)C(=O)NCCc1nc2ccccc2n1CC(=O)c1ccc(Cl)cc1	1.1	0.5	-8	-6	1	26	1.1	1.1	1.6	14	1.1
C=CCNC(=O)COC(=O)c1ccc(Cl)c(S(=O)(=O)N(Cc2ccccc2)c2ccccc2)c1	0.9	0.4	-9	28	0	-8	6.2	0.7	-0.4	18	1.2
CCN1CCN(C(c2cccc(OC)c2OC)c2nnnn2Cc2ccco2)CC1 (stereo unspecified)	/	-0.7	-10	/	9	-1	1.7	/	0.0	8	/
COc1cc2c(cc1OC)CN(C(=O)CSc1nnc(C)s1)CC2	1	2.9	5	-4	-3	-2	0.2	1	-0.1	10	1.1
O=C(O)CCCc1c(-[n+]2ccccc2)[nH]c2ccccc12	1.1	-0.4	-11	-2	5	-7	1.5	1	-0.1	4	1
